Bioassay records as filed in PubChem BioAssay.
TbREL1 primary = TbREL1 RNA ligase inhibitors, primary screen, biochemical, FRET fluorescence | TbREL1 RNA ligation | inhibition, % at 9.66 µM | actives 0.49% (n = 89,000) | AID 1117264, 2014;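 active = inhibition above the mean inhibition across all screened compounds plus 3 SD, cut at about 11% in these data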;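 note: 0% = plate median of test wells and 100% = NSC42067 control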
Target sequence (P86926 whole entry, looked up): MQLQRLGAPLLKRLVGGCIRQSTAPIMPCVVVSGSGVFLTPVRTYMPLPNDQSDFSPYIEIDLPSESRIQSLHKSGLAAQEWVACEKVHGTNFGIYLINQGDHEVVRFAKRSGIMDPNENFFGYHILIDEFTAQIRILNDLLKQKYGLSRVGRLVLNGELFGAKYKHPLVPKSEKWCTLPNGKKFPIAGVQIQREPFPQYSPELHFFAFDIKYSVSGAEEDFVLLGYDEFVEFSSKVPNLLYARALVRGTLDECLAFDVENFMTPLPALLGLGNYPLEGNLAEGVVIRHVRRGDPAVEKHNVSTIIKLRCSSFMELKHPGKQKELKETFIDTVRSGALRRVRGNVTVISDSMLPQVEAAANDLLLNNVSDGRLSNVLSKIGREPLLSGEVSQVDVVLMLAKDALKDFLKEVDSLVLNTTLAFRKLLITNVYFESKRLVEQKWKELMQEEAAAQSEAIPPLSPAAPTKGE
* = called active by the depositor. Not all compounds are listed; rates above refer to the full screens.

TbREL1 primary	SMILES
0	Cc1ccn(CCC(=O)N2c3ccccc3CC2C)n1 (stereo unspecified)
0	COc1ccc(-n2nc(C(=O)NCC(=O)N3CCN(C)CC3)c3ccccc3c2=O)cc1OC
-1	O=C(CSc1ncnc2nc[nH]c12)N1CCN(c2ccccc2)CC1
1	COc1ccccc1C(=O)Nc1cccc(NC(=O)c2ccccc2C)c1
5	Cc1c(-c2ccccc2)nc(N)c(C#N)c1-c1ccco1
-2	CCOc1ccc(NC(=S)N2CCC(NC(=O)c3ccco3)CC2)cc1
0	CC12CCC(=O)N1C(C(=O)NNC(=O)c1ccccc1)CS2 (stereo unspecified)
7	C[N+]1(CC(=O)NNc2c3ccccc3nc3ccccc23)CCOCC1
3	C/C(Cc1ccccc1)=N\NC(=O)c1cccnc1
-1	COc1ccc(CNc2ncc(-c3ccccc3)n2C)cc1
-2	CC(OC(=O)c1cccc(NS(C)(=O)=O)c1)C(=O)Nc1ccc(N2CCOCC2)cc1 (stereo unspecified)
-3	COc1ccc(C(CNC(=O)c2oc3ccccc3c2C)N2CCCC2)cc1 (stereo unspecified)

Going on with the list:
TbREL1 primary	SMILES
2	CN(C)Cc1c(C(=O)N/N=C/CCc2ccccc2)nnn1-c1nonc1N
-2	O=C(c1cnc2ccccn2c1=O)N1CCCc2ccccc21
-2	CC(=O)N1CCc2[nH]c3ccccc3c2C1
1	COc1cc(C(C)=O)ccc1Oc1ncnc2c1cnn2-c1ccc(C)c(C)c1
0	COc1ccc(Br)c2oc(SC)cc(=O)c12
3	CN(C(=O)COC(=O)Cc1c(Cl)cccc1Cl)C1CCS(=O)(=O)C1 (stereo unspecified)
0	CCOc1ncccc1C(=O)OCc1c(F)cccc1Cl
-1	COc1ccc(Oc2cn[nH]c2-c2ccc(OC)cc2O)cc1
5	O=C(CSc1ccc(-c2ccccn2)nn1)N1CCCCC1
-1	O=[N+]([O-])c1ccc(CN2CCOCCOCCN(Cc3ccc([N+](=O)[O-])cc3Cl)CCOCC2)c(Cl)c1
4	CN1C(=O)/C(=C/c2ccccc2Cl)Sc2ccc(C(=O)NCc3cccnc3)cc21
-6	O=C1COc2ccc(-c3csc(=Nc4ccc(OC(F)F)cc4)n3CC3CCCO3)cc2N1 (stereo unspecified)

(next part)
TbREL1 primary	SMILES
0	Cc1ccn2c(/C=N/OCc3ccc(F)cc3)c(-c3ccc(Cl)cc3)nc2c1
7	CN(CC(=O)Nc1ccc(F)c(F)c1F)C(=O)c1ccc(=O)[nH]c1
0	CCCCNC(=O)C1CCCN1C(=O)Nc1ccc(Cl)cc1 (stereo unspecified)
3	Cn1nc(C(=O)OCC(=O)NC2CCS(=O)(=O)C2)c2ccccc2c1=O (stereo unspecified)
-1	COc1cccc(-n2cnnc2SC(C)C(=O)NC2CCCC2)c1 (stereo unspecified)
0	CCCCCCCCN1C(=O)[C@@H](CC(=O)NCCCN2CCCC2=O)C[C@@]2(C(=O)OC)C1=C[C@H](C(C)C)O[C@@H]2C1CC1
0	Cn1c(=O)cc(OCC(=O)NCCCN2CCN(Cc3ccccc3)CC2)c2ccccc21
0	CC(=O)Nc1ccc(NC(=O)C(C)n2nc(C)c([N+](=O)[O-])c2C)cc1 (stereo unspecified)
-1	CCOC(=O)C1=C(c2cccc(Oc3ccccc3)c2)NC(=S)NC1C (stereo unspecified)
-2	Cc1oc(-c2cccc(C(F)(F)F)c2)nc1CN1CCC[C@H]1CO
6	O=c1c2cc3cc(Cl)ccc3nc2ncn1Cc1ccc(Oc2ccccc2)cc1
5	O=C(Nc1ccon1)c1nc[nH]c1C(=O)NCc1ccccc1

Following part.
TbREL1 primary	SMILES
-1	CCNC(=O)C1(C)CCN1CCS(=O)(=O)c1ccc(C)cc1 (stereo unspecified)
-1	CCN(CC)S(=O)(=O)c1ccc2oc(C(=O)O)c(C)c2c1
-1	O=C(Cc1cccc(F)c1F)NC1CCCN(Cc2ccc(Cl)cc2)C1 (stereo unspecified)
3	Cc1cn([C@H]2C[C@H](O)[C@@H](/C=C/C(=O)NCCc3ccc4c(c3)OCO4)O2)c(=O)[nH]c1=O
-1	O=C(O)CCC(=O)c1c[nH]c2ccccc12
8	CC1(C)CC(=O)C=C(c2cccc3c2sc2ccccc23)C1
0	Cc1ccc(-n2c(C)cc(C(=O)CN3C(=O)C(=O)N(C4CCCC4)C3=O)c2C)cc1
4	c1ccc(Cn2cc(-c3ccccc3)cn2)cc1
3	CCOc1ccccc1NC(=O)N1CCC(C(=O)c2ccc(F)cc2)CC1
1	O=C(CNC(=O)C1CCCCC1)OCC(=O)c1cccc(Cl)c1
1	N=c1c(C(=O)NCC2CCCO2)cc2c(=O)n3ccccc3nc2n1C1CCCC1 (stereo unspecified)
-1	CCOc1ccc(C(=O)OCC(=O)Nc2nc(OC)cc(OC)n2)cc1OCC

A section from further up:
TbREL1 primary	SMILES
1	O=C(CNC(=O)C1CCCCC1)OCC(=O)c1cccc(Cl)c1
1	N=c1c(C(=O)NCC2CCCO2)cc2c(=O)n3ccccc3nc2n1C1CCCC1 (stereo unspecified)
-1	CCOc1ccc(C(=O)OCC(=O)Nc2nc(OC)cc(OC)n2)cc1OCC

(listing goes on)
TbREL1 primary	SMILES
-2	Cc1ccc(NC(=O)c2ccc(=O)[nH]c2)cc1S(=O)(=O)N1CCCCCC1
-3	CCOC(=O)C1CCN(C(=O)CN(c2ccc3c(c2)OCO3)S(C)(=O)=O)CC1
-2	COC(=O)[C@@H](NC(=O)NC1CCCCC1C)C(C)C (stereo partly specified)
6	O=C(CCS(=O)(=O)Cc1ccccc1)Nc1ncc([N+](=O)[O-])s1
1	COc1ccccc1NC(=O)COc1ccc(C(F)(F)F)cc1[N+](=O)[O-]
-4	CCCCn1c(Cc2ccccc2)n[nH]c1=S
-2	CC(C)(C)OC(=O)N1CCC2CCN(S(C)(=O)=O)CC21 (stereo unspecified)
-2	CC(C)Oc1ccc(C(=O)OCC(=O)NC(=O)NC2CCCC2)cc1
1	Cc1cc(NC(=O)C(C)SCC(=O)Nc2nnc(CC(C)C)s2)no1 (stereo unspecified)
8	Nc1nnc(SCC(=O)c2ccco2)s1
-3	COc1ccc(CNC(=O)CCc2c(C)nc3ncnn3c2C)cc1
-3	C[C@H](CO)N1C[C@H](C)[C@@H](CN(C)S(=O)(=O)c2cccs2)Oc2ccc(NC(=O)Nc3ccc4c(c3)OCO4)cc2C1=O

Next compounds follow.
TbREL1 primary	SMILES
-2	COc1ccc(C2(c3ccc(OC)cc3)NC(=O)N(CC(=O)N(C)C3CCC(C)CC3)C2=O)cc1 (stereo unspecified)
1	CCCc1cc(=O)[nH]c(/N=C(\N)Nc2ccccc2)n1
7	Cc1ccc(-c2cc(C(=O)NN=Cc3ccc(F)cc3)[nH]n2)cc1C
-4	Cc1cccc(C)c1NC(=S)NNc1ncc(C(F)(F)F)cc1Cl
1	O=S(=O)(c1ccccc1)N1N=C(c2ccc(Cl)cc2)CC1c1ccco1 (stereo unspecified)
-2	CCOC(=O)c1[nH]c2ccc(OCC)cc2c1NC(=O)CN1CCN(c2ccccn2)CC1
-4	CC(Oc1ccc(F)cc1F)C(=O)/C=C/N(C)C (stereo unspecified)
0	CCOc1ccc2nc(NCCNC(=O)C(C)C)c(C)cc2c1
-8	CCOc1ccc(C2=CSC3=NCCN23)cc1Cl
-3	OCCNc1nc(-c2ccccc2)c2cc(Cl)ccc2n1
1	COc1ccccc1OCCNC(=O)C1CC(=O)N(c2ccc3c(c2)OCCO3)C1 (stereo unspecified)
0	O=C(COC(=O)C1COc2ccccc2O1)c1ccccc1 (stereo unspecified)

Other records
TbREL1 primary	SMILES
-1	COC(=O)c1cc(NC(=O)c2nn(C)c(=O)c3ccccc23)cc(C(=O)OC)c1
4	COc1ccc(OCCC(=O)N2CCCCC2)cc1
0	COc1ccc2c(c1)OC[C@H]1[C@@H]2N2C(=O)CNC(=O)[C@@]2(C)[C@H]1c1ccccc1
2	O=Cc1ccc(C(=O)OCC(=O)N2CCCC2)cc1
-4	CC(Oc1ccc(Cl)cc1)c1ccn[nH]1 (stereo unspecified)
-2	O=C(CCCc1ccccc1)Nc1cccc2c1CCCC2
9	CC(=O)Nc1cccc(NC(=O)CSc2ncc(C(=O)Nc3ccccc3)c(=O)n2C)c1
8	CC(C)(C)C1CCC(=NNC(=O)c2ccc(Br)o2)CC1 (stereo unspecified)
0	COc1cc(NC(=O)C2CCN(S(=O)(=O)c3cccnc3)CC2)cc(OC)c1OC
-3	CCOC(=O)[C@@]12CCCC=C1N(CCc1ccc(Cl)cc1)C(=O)[C@H]2CC(=O)NCCCCc1ccccc1
-5	CC1OC(CCc2cccc(Cl)c2)Cc2[nH][nH]c(=O)c21 (stereo unspecified)
7	NC(c1csc(Nc2ccc(C(=O)c3ccccc3)cc2)n1)c1ccccc1Cl (stereo unspecified)

(more compounds)
TbREL1 primary	SMILES
-2	Cc1ccc(-c2ccc(=O)n(CCC(=O)NCc3ccccn3)n2)cc1
7	COc1ccc(NC(=O)CN(C)C(=O)C2CSC3(C)CCC(=O)N23)cc1 (stereo unspecified)
0	C#CCNC(=O)C[C@@H]1C[C@@]2(C(=O)OC)CCCCC=C2N(CCC2=CCCCC2)C1=O
-1	CCc1ccc(OCC(=O)Nc2ncn[nH]2)cc1
4	O=C(CSc1ccccc1C(=O)O)Nc1ccc2c(c1)OCO2
-2	COc1ccc(-c2nc(N3CCCCCC3)sc2C(=O)c2ccccc2)cc1
3	CSc1nncc(/C(C)=N\Nc2cccc(C)c2)n1
-2	O=C(NC1CCCCN(Cc2ccc(Cl)cc2)C1=O)c1ccc(F)cc1 (stereo unspecified)
5	CCOC(=O)c1c(N=CN(C)C)c(C#N)n2c1CCC2
6	Cc1nn2c(N)c(C#N)cnc2c1-c1ccc(Cl)cc1
4	CCCc1cc(=O)[nH]c(SCC(=O)Nc2ccc([N+](=O)[O-])cc2C#N)n1
-5	CCOC(=O)[C@]12CCC=C1N(Cc1ccco1)C(=O)[C@H](CC(=O)NCCC(C)C)C2

Reformatted as a markdown table: entries from further up
| molecule | TbREL1 primary |
| --- | --- |
| COc1ccc(NC(=O)CN(C)C(=O)C2CSC3(C)CCC(=O)N23)cc1 (stereo unspecified) | 7 |
| C#CCNC(=O)C[C@@H]1C[C@@]2(C(=O)OC)CCCCC=C2N(CCC2=CCCCC2)C1=O | 0 |
| CCc1ccc(OCC(=O)Nc2ncn[nH]2)cc1 | -1 |
| O=C(CSc1ccccc1C(=O)O)Nc1ccc2c(c1)OCO2 | 4 |
| COc1ccc(-c2nc(N3CCCCCC3)sc2C(=O)c2ccccc2)cc1 | -2 |

Carrying on:
TbREL1 primary	SMILES
3	O=C(O)CCC(=O)N1CCN(c2ccc(C(=O)c3ccc(F)cc3)cc2)CC1
-1	CCOC(=O)c1ccc(NC(=O)CSCc2ccco2)cc1
-2	Cc1ccc(S(=O)(=O)N2[C@H](C(C)C)[C@H]3[C@H]4C(=O)N(c5ccccc5)C(=O)[C@H]4CC(=O)[C@H]3[C@@H]2c2ccccc2)cc1
1	CCC1CN(C(=O)NCc2ccc(C)cc2)c2cc(C)ccc2O1 (stereo unspecified)
4	COc1cccc(C(=O)Nc2ccc(NC(=O)c3ccco3)nc2)c1
1	Cc1noc(C)c1CSCC(=O)Nc1nc2ccc(Oc3ccccc3)cc2s1
5	COc1ccc(C)cc1Nc1n[n+](-c2ccccc2)c(-c2c(OC)ccc3ccccc23)s1
1	Cc1ccc(C(C)C)c(OCC(=O)Nc2cccc(S(=O)(=O)NC3=NCCCCC3)c2)c1
-3	C/C(=N/NC(=O)CNC(=O)C1COc2ccccc2O1)c1ccc2c(c1)OCCO2 (stereo unspecified)
1	CSc1ccccc1OCc1cc(C(=O)N[C@H]2CCCCNC2=O)no1
-1	C/C=C\C=C\C(=O)N1CC2(CC(c3cccc(NC(=O)/C(C)=C\C)c3)=NO2)C[C@H]1C(N)=O (stereo partly specified)
1	CC(=O)c1cccc(-c2ccnc3c2CC(C(=O)Nc2ccc(Cl)c(C(F)(F)F)c2)O3)c1 (stereo unspecified)

(next part)
TbREL1 primary	SMILES
-2	O=C(CC1Oc2ccccc2NC1=O)NC1CCCC1 (stereo unspecified)
2	O=C(CSc1ccccn1)N1CCN(c2ccc(Cl)cc2)CC1
4	Cc1cc(C)c(S(=O)(=O)c2ccccc2C)c(OCC(C)(C)C)n1
0	C=CC[C@H](CC(=O)N(CCO)Cc1ccccc1)C(=O)N[C@H](C)COC(=O)[C@@H](CC=C)CC(=O)OC(C)(C)C
0	COc1ccc(Cl)cc1NCC(=O)Nc1ccc(OC)c(S(=O)(=O)N2CCCCC2)c1
3	O=C(c1ccccc1)N1CCN(c2cc(-c3ccccc3)nc3cc(-c4cccc(Cl)c4)nn23)CC1
2	CC1(C(=O)NS(=O)(=O)C2CC2)CCCN(C(=O)c2ccc(F)c(Cl)c2)C1 (stereo unspecified)
-1	c1ccc(Cn2c(SC3CCCCC3)nnc2-c2cccnc2)cc1
-1	COC(=O)c1c(NC(=O)CC2NCCNC2=O)sc2c1CCCC2 (stereo unspecified)
1	COc1cc(/C=C/C(=O)O)cc(S(=O)(=O)Nc2ccccc2Oc2ccccc2)c1OC
0	O=C(OCC(=O)c1ccc[nH]1)c1ccc(Cl)nc1
-1	CCNC(=O)COc1ccc(C=O)cc1OC

Other records follow.
TbREL1 primary	SMILES
-4	c1nc(NCC2CCCO2)c2cc(-c3ccc4c(c3)OCO4)ccc2n1 (stereo unspecified)
2	O=C(CCc1nc(-c2ccc(Cl)cc2)no1)OCc1ccc(Br)cc1
2	CCOC(=O)CC[C@H](NC(=O)[C@@H]1CC=C[C@@H]2CCN(Cc3ccc(Cl)cc3)C(=O)[C@@H]21)C(=O)OCC
-2	CC[C@]12c3[nH]c4cc(-c5ccco5)ccc4c3CCN1C(=O)[C@@H](CC(=O)NCC13CC4CC(CC(C4)C1)C3)C[C@@H]2C(=O)N1CCN(C(=O)c2ccco2)CC1
1	CCOc1ccc(CSC(=N)N)cc1Cl

Arranged by value in TbREL1 primary (low to high): some entries from above
TbREL1 primary	SMILES
-4	c1nc(NCC2CCCO2)c2cc(-c3ccc4c(c3)OCO4)ccc2n1 (stereo unspecified)
-2	CC[C@]12c3[nH]c4cc(-c5ccco5)ccc4c3CCN1C(=O)[C@@H](CC(=O)NCC13CC4CC(CC(C4)C1)C3)C[C@@H]2C(=O)N1CCN(C(=O)c2ccco2)CC1
1	CCOc1ccc(CSC(=N)N)cc1Cl
2	O=C(CCc1nc(-c2ccc(Cl)cc2)no1)OCc1ccc(Br)cc1
